Screening data from PubChem.
LDHA inh = blocks human lactate dehydrogenase A; P00338; purified LDHA, NADH/diaphorase-resazurin fluorescence; stronger effect = lower value; activity change, % (values are at about 110 or 230 µM); 480,000 tested, 0.15% active; AID 1347041; in the data active means activity change below about -30%; inconclusive means mostly about -25% to -30%;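 further: plate controls were DMSO wells for no effect and wells without enzyme for full effect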
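Enzyme activity of human lactate dehydrogenase 5 (2 nM; 0.06 mM NADH, 0.2 mM pyruvate, 5 min, RT) is measured via a resazurin/diaphorase fluorescence readout of residual NADH.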
POLB inh = DNA polymerase beta (human) inhibition; P06746; Pol beta primer extension/strand displacement, fluorescence kinetic; Potency, µM (top dose mostly 114 µM), for inactives: at the top dose activity change, negative = inhibition, actives largely listed as inhibitors; 340,000 tested, 1.3% active; further: potency means the concentration at half of the fitted maximal effect; on the % scale 0 is the no-effect control and ±100 the full control effect
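Kinetic readout of DNA synthesis with strand displacement by Pol beta. Compound and 10 nM enzyme sit 15 min at room temperature; 50 nM substrate starts the reaction, read immediately and at 10 min.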
Anesthetic bind = candidate novel general anesthetic via apoferritin binding; P02791; apoferritin/1-aminoanthracene competitive binding, fluorescence; Potency, µM (top dose mostly 77.5 µM), without a hit: at the top dose activity change, negative = displacement, most hits filed as inhibitors; 350,000 tested, 0.074% active; further: potency means the concentration at half of the fitted maximal effect; on the % scale 0 is the no-effect control and ±100 the full control effect; nearly all actives have a fitted effect of over 20% in size
Target sequence (P02791 2-175 limits assumed): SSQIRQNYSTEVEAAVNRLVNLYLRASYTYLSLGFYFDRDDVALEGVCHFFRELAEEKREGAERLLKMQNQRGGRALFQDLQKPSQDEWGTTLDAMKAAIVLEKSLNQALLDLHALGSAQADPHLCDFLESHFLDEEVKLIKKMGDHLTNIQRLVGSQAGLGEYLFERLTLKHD
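Apoferritin-based anesthetic binding model; compound displacement of fluorescent 1-AMA measured as endpoint fluorescence after 10 minutes at room temperature, scaled to free-ligand and complex controls.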
Glioma ERSR ind = inducers of ER stress response in human glioma cells. U87-MG GRP78 promoter luciferase reporter, 16 h. Potency, µM, for inactives: at the highest dose activation, most hits filed as activators. 420,000 tested, 0.02% active. AID 602332; further: potency means the concentration at half of the fitted maximal effect; series mostly up to about 76 µM; % of control where 0% means no effect; nearly all actives have a fitted effect of over 35% in size
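ERSR induction read as luciferase luminescence (Bright-Glo, 10 min at room temperature) in stably transfected human U87-MG glioma cells exposed to compounds for 16 h, using GRP78 as sensor.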
BLM helicase inh = blocks DNA unwinding by human BLM helicase | recombinant BLM DNA unwinding, fluorescence dequenching | Potency, µM (titrated, usually from 56.1 µM), without a hit: top-dose activity change, negative = inhibition, hits mostly inhibitors | 350,000 tested, 0.2% active;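 further: potency means the concentration at half of the fitted maximal effect; plate controls were vehicle for no effect and no enzyme for full effect; nearly all actives have a fitted effect of over 35% in size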
Pol kappa inh = blocks human DNA polymerase kappa activity; 400,000 tested, 0.53% active; Potency, µM (series often up to 107 µM), for inactives: at the highest dose activity, negative = inhibition, usual class: inhibitors; AID 588579; purified Pol kappa, fluorescent DNA synthesis assay, 10 min; further: potency means the concentration at half of the fitted maximal effect; on the % scale 0 is the no-effect control and ±100 the full control effect
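Enzyme at 10 nM met test compounds for 15 min at room temperature. Substrate addition (50 nM final) began the reaction, which was monitored by fluorescence at 0 and 10 min.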
APE1 inh = APE1 (human) endonuclease inhibition; P27695; recombinant APE1, TAMRA/BHQ-2 abasic DNA cleavage fluorescence; Potency, µM (doses to about 65.8 µM), for inactives: top-dose activity change, negative = inhibition, hits mostly inhibitors; 350,000 tested, 0.35% active; AID 2517;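 further: potency means the concentration at half of the fitted maximal effect; plate controls were vehicle for no effect and reference inhibitor for full effect; nearly all actives have a fitted effect of over 55% in size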
Target sequence (P27695 whole entry, looked up): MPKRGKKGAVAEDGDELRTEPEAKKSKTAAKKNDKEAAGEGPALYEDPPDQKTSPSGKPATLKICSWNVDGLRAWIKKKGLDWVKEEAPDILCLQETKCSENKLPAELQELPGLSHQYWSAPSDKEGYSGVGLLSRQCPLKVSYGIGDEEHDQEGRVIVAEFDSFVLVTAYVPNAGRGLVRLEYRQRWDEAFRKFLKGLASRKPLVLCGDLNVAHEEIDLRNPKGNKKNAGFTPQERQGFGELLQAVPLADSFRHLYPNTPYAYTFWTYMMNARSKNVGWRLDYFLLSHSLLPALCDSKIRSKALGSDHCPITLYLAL
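Compound pre-exposure to 0.75 nM APE1, 15 min at ambient temperature. Reaction initiated with 50 nM TAMRA/BHQ-2 THF substrate, read immediately in kinetic mode, 525 nm excitation, 598 nm emission.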
POLI inh = DNA polymerase iota (human) inhibition. Q9UNA4. Pol iota fluorescent replication assay, 10 min. Potency, µM (doses to about 115 µM), for the others: at the highest dose activity, negative = inhibition, hits mostly inhibitors. 390,000 tested, 1% active. AID 588590; further: potency means the concentration at half of the fitted maximal effect
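Pol iota at 10 nM preincubated 15 min with compounds at room temperature; reaction started with fluorescent substrate, 50 nM final. Fluorescence read kinetically at 0 and 10 min; buffer-only wells as negative control.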
POLH inh = DNA polymerase eta (human) inhibition; Q9Y253; recombinant Pol eta, fluorescent DNA replication assay; Potency, µM (highest dose often 114 µM), inactives show top-dose activity change, negative = inhibition, usual class: inhibitors; 390,000 tested, 1.2% active; further: potency means the concentration at half of the fitted maximal effect; on the % scale 0 is the no-effect control and ±100 the full control effect
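Fluorescent replication assay: 50 nM final substrate added after a 15 min room-temperature compound preincubation with 10 nM enzyme. Signal taken at 0 min and again at 10 min.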
* = called active by the depositor; ? = inconclusive; · = not tested or not shown; [ ] = dose if it differs, or a comment. Unless noted, the call rests on the fitted dose curve; in most records, active means well fitted curve in the direction sought with a large enough effect; inconclusive means small, poorly fitted or top-dose-only effect, or another doubt; inactive means no such curve, though single readings can be large; an effect the other way counts as inactive or inconclusive. The list is partial; count on the stated rates, not on these rows.

Short keys – A = LDHA inh; B = POLB inh; C = Anesthetic bind; D = Glioma ERSR ind; E = BLM helicase inh; F = Pol kappa inh; G = APE1 inh; H = POLI inh; I = POLH inh
1. CCc1ccccc1NC(=O)COC(=O)c1cccs1
  A: -11; B: -4%; C: 3%; D: -2%; E: 0%; F: -14%; G: 10%[12.4 µM]; H: 120%[activator]; I: -20%

2. OCCC1CN(CCCn2cccn2)CCN1C1CCCCC1 (stereo not given)
  A: -10; B: 3%; C: -5%; D: -8%; E: -2%; F: 3%; G: 0%; H: ?; I: -1%

3. N#C/C(=C\c1cccc([N+](=O)[O-])c1)C(=O)NCC1CCCO1 (stereo not given)
  A: -4; B: 4%; C: -7%; D: -3%; E: 11%; F: -9%; G: 6%; H: -2%; I: -16%

4. COc1cc(NC(=O)c2noc3c2CC(C(C)(C)C)CC3)cc(OC)c1OC (stereo not given)
  A: 14; B: -27%; C: ?; D: -3%; E: -11%; F: -3%; G: ·; H: 19%; I: ?

5. Cc1cc(-n2c(=O)c(C#N)cc3c(=O)n4ccccc4nc32)no1
  A: 2; B: -25%; C: ·; D: -2%; E: ?; F: -26%; G: -11%; H: -53%; I: ?

6. COc1ccc(-c2coc3c2c(C)cc2oc(=O)cc(C)c23)cc1
  A: -4; B: 45%; C: 1%; D: 1%; E: 1%; F: 4%; G: ·; H: -11%; I: -6%

7. COc1ccc(C(=O)/C=C/c2ccc(O)cc2)c(O)c1C/C=C(\C)CCC=C(C)C
  A: -9; B: ·; C: ·; D: -10%; E: ·; F: 2%; G: 16%; H: 34%[activator]; I: -21%

8. COc1ccc(/C=N/Nc2ncnc3c2[nH]c2ccc(C)cc23)c(OC)c1OC
  A: -2; B: 1%; C: -14%; D: 3%; E: -19%; F: -2%; G: 4%; H: 22%; I: 25µM*

9. C=CCn1c(SCC(=O)Nc2ccc(F)cc2)nnc1-c1cnccn1
  A: -6; B: 5%; C: -5%; D: 2%; E: 2%; F: -13%; G: 26%; H: 0%; I: 11%

10. COc1ccccc1N(C)S(=O)(=O)c1ccc(C(=O)Nc2ccc(N3CCOCC3)cc2)cc1
  A: 0; B: -20%; C: ?; D: -1%; E: -6%; F: 0%; G: 0%; H: 3%; I: -11%

11. CCN(CC)C(=O)CSc1ncnc2c1cnn2-c1ccccc1
  A: -7; B: 17%; C: -10%; D: -2%; E: 0%; F: -25%; G: 1%; H: 7%; I: 11%

12. CCOC(=O)c1ccc(NC(=S)NCCCN2CCOCC2)cc1
  A: -1; B: -2%; C: -5%; D: -2%; E: 3%; F: 3%; G: 23%; H: 29%; I: 0%

13. CN(C)S(=O)(=O)c1cc(NC(=O)Cn2ccsc2=N)ccc1Cl
  A: -2; B: 4%; C: -1%; D: -2%; E: 3%; F: -4%; G: -1%; H: 9%; I: -12%

14. O=c1[nH]n2c(=O)c3c([nH]c2c1N=Nc1cccc(Cl)c1)CCCC3
  A: -23; B: ?; C: -6%; D: -5%; E: ?; F: -15%; G: 3%; H: 1%; I: ?

15. Cc1ccc(N/N=C(/Sc2nnnn2-c2ccccc2)C(=O)c2ccccc2)cc1
  A: 2; B: 45%; C: -6%; D: -3%; E: -3%; F: -6%; G: 1%; H: -8%; I: -18%

16. CC(=O)c1cccc(NC(=O)CSc2nnc3ccc(-c4ccc(Br)cc4)nn23)c1
  A: -7; B: 15%; C: -13%; D: -4%; E: -1%; F: -5%[60.1 µM]; G: ·; H: 16%; I: -17%

17. Cc1cc(OC(=O)c2ccc3ccccc3c2)c([N+](=O)[O-])c(=O)[nH]1
  A: -6; B: -21%; C: -11%; D: -1%; E: 0%; F: -5%; G: -3%; H: 13%; I: -1%

18. O=C(CN1C(=O)NC2(CCOc3ccccc32)C1=O)Nc1ccc(Br)cc1F (stereo not given)
  A: -6; B: ·; C: ·; D: -2%; E: ·; F: -5%; G: 21%; H: 25%; I: -23%

19. COc1ccc(Cn2cccc(NC(=O)Nc3ccc(F)cc3)c2=O)cc1
  A: 5; B: -8%; C: ?; D: -5%; E: -16%; F: -6%; G: ?; H: 16%; I: -11%

20. O=C(COC(=O)C1=COCCO1)Nc1ccc(Cl)cn1
  A: 1; B: ·; C: ·; D: 2%; E: ·; F: -7%; G: 30%; H: 44%[activator]; I: -24%

21. O=C(C1CC1)N1CCc2[nH]c3ccccc3c2C1
  A: 7; B: -1%; C: 4%; D: 0%; E: -8%; F: -17%; G: -1%; H: 19%; I: 8%

22. Cc1nonc1C1CCCN1Cc1cn[nH]c1-c1ccc(-c2ccccc2)cc1 (stereo not given)
  A: 1; B: 0%; C: -15%; D: 5%; E: -7%; F: 5%; G: -4%; H: -4%; I: -21%

23. O=C(CCCn1c(SCc2ccccc2F)nc2ccccc2c1=O)NCC1CCCO1 (stereo not given)
  A: -14; B: -18%; C: -11%; D: -3%; E: -3%; F: -1%; G: 2%; H: 52%[activator]; I: -17%

24. COc1ccc(NC(=S)N2CCN(C(=O)c3ccco3)CC2)cc1OC
  A: 1; B: 9%; C: -6%; D: -5%; E: 1%; F: -5%; G: 47%[activator]; H: 2%; I: -22%

25. COc1cccc(C(=O)Nc2ccc(-n3nncc3-c3ccc(Br)cc3)cc2)c1OC
  A: -2; B: -19%; C: -7%; D: -2%; E: 0%; F: 3%[60.1 µM]; G: ·; H: -5%; I: 9%

26. CCOC(=O)C(=O)Nc1cc(C)nn1-c1nc2ccccc2[nH]1
  A: 2; B: 0%; C: 6%; D: 13%; E: -4%; F: 4%; G: 3%; H: 129%[activator]; I: -1%

27. O=C(Cn1nc(-c2ccc3c(c2)OCCO3)ccc1=O)Nc1ccc(-n2cnnn2)cc1
  A: 2; B: 14%; C: -3%; D: 2%; E: -1%; F: 5%; G: -6%; H: 0%; I: 7%

28. COc1cc(/C=N/NC(=O)C2C3CCCCC32C)cc(Br)c1O (stereo not given)
  A: 6; B: 4%; C: ?; D: -3%; E: -24%; F: -8%; G: 6%; H: -11%; I: -11%

Records 1–4, quoted:
Short keys – A = LDHA inh; B = POLB inh; C = Anesthetic bind; D = Glioma ERSR ind; E = BLM helicase inh; F = Pol kappa inh; G = APE1 inh; H = POLI inh; I = POLH inh
1. CCc1ccccc1NC(=O)COC(=O)c1cccs1
  A: -11; B: -4%; C: 3%; D: -2%; E: 0%; F: -14%; G: 10%[12.4 µM]; H: 120%[activator]; I: -20%

2. OCCC1CN(CCCn2cccn2)CCN1C1CCCCC1 (stereo not given)
  A: -10; B: 3%; C: -5%; D: -8%; E: -2%; F: 3%; G: 0%; H: ?; I: -1%

3. N#C/C(=C\c1cccc([N+](=O)[O-])c1)C(=O)NCC1CCCO1 (stereo not given)
  A: -4; B: 4%; C: -7%; D: -3%; E: 11%; F: -9%; G: 6%; H: -2%; I: -16%

4. COc1cc(NC(=O)c2noc3c2CC(C(C)(C)C)CC3)cc(OC)c1OC (stereo not given)
  A: 14; B: -27%; C: ?; D: -3%; E: -11%; F: -3%; G: ·; H: 19%; I: ?

Quoted from the listing:
Value of entry 19 under POLH inh: -11%
Value of entry 3 under Pol kappa inh: -9%
Value of entry 24 under LDHA inh: 1
Value of entry 27 under BLM helicase inh: -1%
Value of entry 23 under POLH inh: -17%
